High-throughput results as filed in PubChem.
OX1R antag-1 – antagonists of human orexin 1 receptor (OX1R). O43613. OX1R-expressing cells, FRET antagonist read-out. inhibition, % at 6.6 µM. 330,000 compounds, 1.8% hits. AID 485270; in the data active means inhibition mostly above about 38%, no sharp cut-off; inactive means mostly below about 40%;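 further: 0% = agonist challenge alone and 100% = reference antagonist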
Target sequence (O43613 whole entry, looked up): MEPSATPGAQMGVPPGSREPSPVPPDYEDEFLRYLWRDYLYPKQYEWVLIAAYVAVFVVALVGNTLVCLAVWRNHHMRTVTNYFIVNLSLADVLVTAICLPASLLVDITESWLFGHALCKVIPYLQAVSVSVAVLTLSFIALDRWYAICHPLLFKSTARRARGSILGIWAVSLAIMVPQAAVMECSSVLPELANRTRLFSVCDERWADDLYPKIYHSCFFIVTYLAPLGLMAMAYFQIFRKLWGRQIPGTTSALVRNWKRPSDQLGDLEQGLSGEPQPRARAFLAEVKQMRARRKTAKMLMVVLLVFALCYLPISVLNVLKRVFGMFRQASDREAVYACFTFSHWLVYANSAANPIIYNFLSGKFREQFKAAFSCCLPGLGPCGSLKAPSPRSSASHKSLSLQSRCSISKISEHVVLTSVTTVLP
OX1R antag-2 – blocks the human orexin 1 receptor. O43613. CHO/OX1R cells, Fluo-8 calcium fluorescence, orexin A. inhibition, % at 5 µM. 330,000 compounds, 0.43% hits. AID 434989;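 active means inhibition above its plate's threshold, mean inhibition of all tested compounds on the plate plus 3 SD, cut at about 37% in these data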;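 further: 0% = orexin A challenge wells and 100% = SB-334867-A antagonist wells; not every result past the cut was called active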
Starred values were filed as active, the others as inactive.

OX1R antag-2 | OX1R antag-1 | structure
-12 | 11 | CCOc1ncccc1C(=O)OCC(=O)c1ccc(F)cc1
-1 | -3 | O=c1[nH]c(O)c(/C=C2\C=Nc3ccc(Br)cc32)[nH]1
2 | 11 | COCCNC(=O)CN1C(=O)NC(c2ccccc2)(c2ccccc2)C1=O
-5 | 16 | O=C(CSc1nnc(-c2cccs2)n1CC1CCCO1)N1CCCC1 (centres undefined)
-5 | 13 | C[C@@H]1COC(=O)[C@@H](CC(=O)OC(C)(C)C)C/C=C\C[C@H](CC(=O)N(CCO)Cc2ccccc2)C(=O)N1
-21 | 50* | COc1ccc(NC(=O)CC2SC(=NCC3CCCO3)NC2=O)c([N+](=O)[O-])c1 (centres undefined)
-22 | 18 | COc1cc(C(C(=O)NC2CCCCC2)N(Cc2cccs2)C(=O)Cc2c[nH]c3ccccc23)cc(OC)c1OC (centres undefined)
-2 | 9 | COc1ccc(C2=NOC(C(=O)NC(C)(C)C)C2)cc1 (centres undefined)
-10 | 4 | O=C(NCc1ccc(F)cc1Cl)C1CCN(S(=O)(=O)N2CCC3(CC2)OCCO3)CC1
-17 | 16 | O=C(c1ccco1)N1CCN(C(c2ccccc2)c2nnnn2Cc2cccs2)CC1 (centres undefined)
-15 | 10 | O=C(C1CC(=O)N(c2ccc(F)cc2)C1)N1CCN(c2ccccc2)CC1 (centres undefined)
-20 | 13 | COc1ccccc1NC(=O)C(=O)N(c1cccnc1)C(C(=O)NC(C)(C)C)c1ccccc1 (centres undefined)
-40 | 16 | COc1ccc(OC)c(N/C(C)=C/C(=O)c2ccncc2)c1
7 | -2 | O=C(NCC(=O)N1CCN(c2ncccn2)CC1)c1cccs1
4 | 11 | O=C(Nc1ccccc1C(=O)Nc1ccncc1)c1ccccc1
-11 | 51 | O=C(CSc1n[nH]c(=O)[nH]c1=O)c1ccccc1[N+](=O)[O-]
-1 | 30 | O=C(CCNc1cccc(F)c1)c1cccc([N+](=O)[O-])c1
-3 | 10 | CCOc1ccc(Nc2cc(=O)[nH]c(=O)[nH]2)cc1
-5 | 4 | COc1ccc(S(=O)(=O)Nc2ccc3c(c2)C(=O)N([C@H](C)CO)C[C@H](C)[C@@H](CN(C)C(=O)Nc2c(C)noc2C)O3)cc1
-23 | -2 | COc1ccccc1N1CCN(CCCn2c(=S)[nH]c3ccccc3c2=O)CC1
-13 | 10 | Cc1cc(NC(=O)c2sccc2C)n(-c2cccc(Cl)c2)n1
12 | 13 | Cc1cccc(C)c1NC(=S)Nc1ccc(F)cc1
-43 | 30 | Cc1ccc(NC(=O)c2c(Cl)n(C)c3ccccc23)cc1
-12 | 21 | Cn1c2c(c(=O)n(C)c1=O)C(NC(=O)c1ccco1)(C(F)(F)F)C(=O)N2 (centres undefined)
-23 | 6 | CC1(CCc2ccccc2)NC(=O)N(CC(=O)N2CCCCCC2)C1=O (centres undefined)

Some of the entries above in a different format:
SMILES | OX1R antag-2 | OX1R antag-1
O=C(NCC(=O)N1CCN(c2ncccn2)CC1)c1cccs1 | 7 | -2
O=C(Nc1ccccc1C(=O)Nc1ccncc1)c1ccccc1 | 4 | 11
CCOc1ncccc1C(=O)OCC(=O)c1ccc(F)cc1 | -12 | 11

(next part)
OX1R antag-2 | OX1R antag-1 | structure
-29 | 8 | CC(C)(C)CC(C)(C)NCC(O)COc1ccc2c(c1)CCC2 (centres undefined)
-19 | 33 | O=C(NC(=S)Nc1cc(-c2nc3ccccc3[nH]2)ccc1Cl)c1ccc2c(c1)OCO2
-17 | 4 | Cc1ccc(CCNC(=O)c2cccc(NC3=NC4CS(=O)(=O)CC4S3)c2)cc1 (centres undefined)
-31 | 16 | CCN(CCCNC(=O)C1c2ccccc2C(=O)N(CCOC)C1c1ccc(F)cc1)Cc1ccccc1 (centres undefined)
-25 | 13 | COc1cccc(NC(=O)C(=O)NCCc2ccc(F)cc2)c1
-37 | 21 | O=c1[nH]c(CN2CCN(Cc3ccc4c(c3)OCO4)CC2)nc2ccccc12
-18 | 12 | CCOC(=O)c1c(C)n(C)c2ccc(OCC(O)Cn3nc(C)cc3C)cc12 (centres undefined)
-12 | -8 | OCCN1CCN(CCCc2c3c(cc4c2CCC4)CCC3)CC1
-9 | 8 | COCC(=O)N1CCC(Oc2ccc(C(=O)NCc3csc(C(C)C)n3)cc2)CC1
-6 | 9 | COCCCNC(=O)c1ccc(OC)c(OC2CCN(C(C)C)CC2)c1
-11 | 10 | COc1ccccc1-c1cc(C(F)(F)F)c(C#N)c(=O)[nH]1
-11 | 80* | COc1cc2c(cc1OC)-c1c(OC)c(OC)cc3ccnc(c13)C2=O
-14 | 22 | Cc1cc(NC(=O)CSc2nccn2-c2ccc(Cl)cc2)no1
-2 | 32 | Cc1ccc(C(=O)Nc2cccc(C(=O)N/N=C/c3ccccc3F)c2)cc1
-16 | 15 | c1ccc(CCCCN2CCN=C2Nc2ccccc2)cc1
-6 | 13 | Cc1ccc(C(=O)NC(Cc2c[nH]c3ccccc23)C(=O)O)cc1 (centres undefined)
-19 | 24 | Cn1cnnc1SCC(=O)Nc1cc(S(=O)(=O)N2CCCCC2)ccc1Cl
-10 | 9 | Cc1ccc2c(c1)N(C(=O)CCC(=O)NCCCN1CCOCC1)CC(C)O2 (centres undefined)
-21 | 13 | Cc1ccc(S(=O)(=O)N2CCN(C(=O)CC(C)(C)C)CC2)cc1
-6 | 26 | CC1CN(Cc2ccccc2Cl)CC(C)O1 (centres undefined)
-4 | 5 | CN(C)S(=O)(=O)c1cccc(C(=O)N2CCN(C(=O)C3CCCO3)CC2)c1 (centres undefined)
-7 | 16 | NC(=O)CC(NC(=O)c1cccc(Br)c1)c1ccc(N2CCC(Br)CC2)c([N+](=O)[O-])c1 (centres undefined)
-23 | 12 | CCCN1C(=O)SC(CC(=O)Nc2ccccc2)C1=O (centres undefined)
-11 | 78* | Cc1ccsc1C(=O)OCC(=O)Nc1nnc(-c2ccccc2)o1
-7 | 13 | NNc1nc2c(Cl)c(Cl)ccc2s1

Next part
OX1R antag-2 | OX1R antag-1 | structure
-11 | 23 | COc1ccccc1N(C)S(=O)(=O)c1ccc(C(=O)OCC(=O)Nc2cc(C)on2)cc1
56* | 54 | CC(C)N1C(=O)S/C(=C/c2ccc(Sc3nc4ccccc4[nH]3)o2)C1=O
-22 | 8 | CC(C)(C)C1CCC(=NNc2nc3ccccc3[nH]2)CC1 (centres undefined)
-17 | 7 | CCOc1ccc(CCNC(=O)C2=C(C)C(=O)OC23CCCCC3)cc1OCC
-8 | -1 | CC(C)CSc1nc2c(c(=O)[nH]c(=O)n2C)n1CCc1ccccc1
-26 | 12 | CCC(C)[C@H](NC(=O)C1CC(=O)N(c2ccc(OC)cc2)C1)C(=O)NC1CCCC1 (some centres undefined)
1 | -1 | COc1ccc(-c2cc(=O)c3cc(F)ccc3[nH]2)cc1
5 | 17 | Cc1ccc(NC(=O)[C@H](NC(=O)[C@@H]2Cc3ccccc3CN2)c2ccccc2)cc1C
-12 | 17 | Cc1ccc(N=CC2=C(O)CC(c3ccc(Cl)cc3)CC2=O)cc1 (centres undefined)
-5 | 1 | O=C(Nc1cnn(Cc2ccc(Cl)c(Cl)c2)c1)C12CC3CC(CC(C3)C1)C2
-25 | 21 | CN(C)Cc1nc2c(c(=O)[nH]1)C(C)(C)Cc1ccccc1-2
-23 | 18 | CCN(CC)S(=O)(=O)c1cccc(C(=O)NC2CCCCC2)c1
-5 | 32 | CC1CCN(c2ccc(C=O)o2)CC1
-11 | 8 | c1ccc(-c2ccccc2-n2cnnn2)cc1
-17 | 26 | CN(C)c1cccc(C(=O)NCCCn2ccc3ccccc32)c1
-22 | 3 | COC(=O)c1c(NC(=O)CN2CCCC(C)C2)c2c(C)cccc2n1C (centres undefined)
-6 | 27 | O=C1c2oc3ccccc3c(=O)c2C(c2ccc(O)cc2)N1c1nccs1 (centres undefined)
-2 | 6 | COc1cc(/C=C/C(=O)Nc2ccc(OC)c(S(=O)(=O)N3CCOCC3)c2)ccc1OC(F)F
-4 | 12 | NC(=O)c1ccccc1NC(=O)CCCc1ccccc1
-12 | 2 | CCOC(=O)CCNC(=O)N1CCC(CCOc2ccccc2)(C(=O)OCC)CC1
-8 | 15 | COc1ccccc1N(C)S(=O)(=O)c1ccc(C(=O)Nc2nc(C)c(C(C)=O)s2)cc1
-15 | 28 | CCOC(=O)[C@@H]1[C@H]2COc3cc(OC)ccc3[C@@H]2N2C(=O)N(c3ccc(C(F)(F)F)cc3)C(=O)[C@@]12C
-24 | 40 | CCC(=O)Nc1nonc1-c1nc2ccccc2n1CC(C)C
-12 | 12 | CCOc1ccc(NC(=O)CN(C)C(=O)Cn2cnc3c2c(=O)n(C)c(=O)n3C)cc1OCC
2 | 9 | O=C(Nc1ccccc1F)NC1CC1

Further records follow.
OX1R antag-2 | OX1R antag-1 | structure
32 | 24 | CCN(CC)c1ccc(/C=c2/sc3nnc(-c4ccccc4C)n3c2=O)cc1
-17 | 24 | Cc1ccc(S(=O)(=O)N2CCCCC2CCNC(=O)C(=O)Nc2ccccc2F)cc1 (centres undefined)
0 | 2 | COc1ccc(C(=O)N/C(=C\c2ccco2)C(=O)NC2CCS(=O)(=O)C2)cc1 (centres undefined)
9 | 32 | Cc1cccc(OCC(=O)NC(Cc2c[nH]c3ccccc23)C(=O)O)c1C (centres undefined)
-3 | 6 | Cc1ccc(C(=O)C(OC(=O)CCC(=O)Nc2cccc(C)c2)c2ccccc2)cc1 (centres undefined)
-11 | 7 | COc1cccc(-n2c(=O)c3c(C)c(C(=O)N(C)C)sc3n(CC(=O)NCC3CCCO3)c2=O)c1 (centres undefined)
-21 | 6 | OCCn1c(SC2CCCCC2)nc2ccccc21
-17 | -14 | CC(NCCCOc1cccc2ccccc12)c1ccccc1 (centres undefined)
-7 | 24 | COc1ccc(-c2nnn(CCc3nn[nH]n3)n2)cc1
-5 | -1 | COC(=O)[C@]1(Cc2ccccc2)N[C@H](CN(C)C(=O)c2ccccc2)[C@@H]2C(=O)N(C)C(=O)[C@@H]21
-32 | 10 | COc1cccc(OC)c1C(=O)Nc1nnc(C(C)C)s1
-11 | 8 | C=CCSc1n[nH]c(-c2ccc(OCCC)cc2)n1
-18 | 14 | CCOc1cc(/C=C2/NC(=O)N(CC(=O)Nc3cccc(C)c3)C2=O)ccc1O
-10 | 20 | COc1ccc(Nc2ncccc2C(=O)O)cc1
-1 | -4 | COc1cc(C(=O)NNC(=O)COc2cccc(F)c2)ccc1OCC(=O)N1CCOCC1
7 | 30 | COc1ccc(OC)c(NC(=S)NCC(c2cccnc2)N2CCOCC2)c1 (centres undefined)
-26 | 18 | Cc1ccc(-n2cc3c(-c4cccc(Br)c4)nnc(C)c3n2)cc1
-1 | 80* | COC(=O)c1c(NC(=O)c2ccco2)sc2c1C(C(=O)OC)CC2 (centres undefined)
-6 | 18 | O=C1COc2ccc(N3C(=O)c4ccccc4C3=O)cc2N1
-27 | 7 | O=C(CC1CCCC1)N1CCN(S(=O)(=O)c2ccccc2)CC1
-31 | -53 | CCC(CC)C(=O)Nc1cc(C)c2c(=O)oc3ccccc3c2n1
-25 | 0 | COc1cccc(NC(=O)n2ncc3c(C)cccc32)c1
-8 | 26 | C=CCSc1nc(NC)c2sccc2n1
-2 | 10 | Cc1ccnc(NC(=O)C2COc3ccccc3O2)c1 (centres undefined)
-28 | 9 | CC1(C)CC(=O)C=C(C(=O)N2CCCC(C(=O)c3cccc(Cl)c3)C2)O1 (centres undefined)

Further entries:
OX1R antag-2 | OX1R antag-1 | structure
-6 | 7 | S=C1NC2CCCCC2N1 (centres undefined)
-33 | 11 | Cc1cccc(Sc2nc(-c3ccccc3)ccc2C#N)c1
7 | 9 | O=C(Cc1cccs1)Nc1nnc(SCc2cccc3ccccc23)s1
-18 | 7 | O=C(CN1CCN(Cc2ccccc2)CC1)N/N=C/c1ccc(Br)s1
-12 | 12 | CCOc1ccc(S(=O)(=O)N2CCN(C(=S)NCc3ccccc3)CC2)cc1

6 entries from above, sorted by SMILES length, descending:
OX1R antag-2 | OX1R antag-1 | structure
-28 | 9 | CC1(C)CC(=O)C=C(C(=O)N2CCCC(C(=O)c3cccc(Cl)c3)C2)O1 (centres undefined)
-12 | 12 | CCOc1ccc(S(=O)(=O)N2CCN(C(=S)NCc3ccccc3)CC2)cc1
7 | 9 | O=C(Cc1cccs1)Nc1nnc(SCc2cccc3ccccc23)s1
-33 | 11 | Cc1cccc(Sc2nc(-c3ccccc3)ccc2C#N)c1
-2 | 10 | Cc1ccnc(NC(=O)C2COc3ccccc3O2)c1 (centres undefined)
-6 | 7 | S=C1NC2CCCCC2N1 (centres undefined)

In another format: entries from further up.
> S=C1NC2CCCCC2N1 (centres undefined)
  OX1R antag-2 = -6
  OX1R antag-1 = 7

> Cc1cccc(Sc2nc(-c3ccccc3)ccc2C#N)c1
  OX1R antag-2 = -33
  OX1R antag-1 = 11

> O=C(Cc1cccs1)Nc1nnc(SCc2cccc3ccccc23)s1
  OX1R antag-2 = 7
  OX1R antag-1 = 9

> O=C(CN1CCN(Cc2ccccc2)CC1)N/N=C/c1ccc(Br)s1
  OX1R antag-2 = -18
  OX1R antag-1 = 7

Four compounds out of the list above, ordered by the number in OX1R antag-1, lowest first:
SMILES | OX1R antag-1
S=C1NC2CCCCC2N1 (centres undefined) | 7
O=C(Cc1cccs1)Nc1nnc(SCc2cccc3ccccc23)s1 | 9
Cc1cccc(Sc2nc(-c3ccccc3)ccc2C#N)c1 | 11
CCOc1ccc(S(=O)(=O)N2CCN(C(=S)NCc3ccccc3)CC2)cc1 | 12

This is a random part of the collection (roughly 2.1% active in at least one column).
